Efflux pump mplx = antifungal efflux pump inhibition, Nile Red retention | inhibition, % at 10 µM | 330,000 compounds, 0.44% hits | S. cerevisiae Candida pump triplex;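 active = plate passing quality check with inhibition over a set limit, or well fluorescence over plate mean plus 4 SD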;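 also: Nile Red retained in pooled yeast measured as flow cytometry median fluorescence; 0% = buffer negative control and 100% = Enniatin B positive control; higher means more Nile Red kept so more efflux inhibition; some compounds called inactive have numbers as strong as hits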
MCL1-BIM inh = disrupts human MCL1 binding to BIM-BH3 peptide | Q07820 | GST-MCL1 / FITC-Bim-BH3 fluorescence polarization | inhibition, % at 10.9 µM | 320,000 compounds, 0.68% hits | AID 2057;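 active = inhibition above the mean inhibition of all tested compounds plus 3 SD, set per campaign, cut at about 40% in these data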;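 also: 0% = DMSO wells and 100% = unlabeled Bim-BH3 peptide control; higher means more loss of mP so more displacement of Bim peptide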
Fam108B inh = Fam108B inhibition, counter-screen for RBBP9 inhibitors; recombinant Fam108B, FP-Rh probe fluorescence polarization; inhibition, % at 9.51 µM; 300,000 compounds, 0.33% hits;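 active = inhibition above the screen mean inhibition plus 3 SD, computed separately per campaign, cut at about 18% in these data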;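 also: inhibitors lower polarization as less probe binds the enzyme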
MEX-5 binding = C. elegans MEX-5 TCR-2 RNA binding activity; Q9XUB2; 300,000 compounds, 0.38% hits; activity score (negative = inhibition of binding), % at 10 µM; AID 1832; MEX-5/FITC-TCR2 RNA binding, fluorescence polarization; stronger effect = lower value;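 active = inhibition past about -25% in most replicates, and total fluorescence under double the plate's negative control median, limit read from the data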;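 also: 0% = DMSO and -100% = 5 µM competing unlabeled TCR2 RNA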
GLD-1 RNA inh = GLD-1-TGE RNA interaction inhibition (C. elegans); purified GLD-1 + fluorescein TGE RNA, fluorescence polarization; inhibition, % at 5.96 µM; Q17339; 320,000 compounds, 0.44% hits;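 active = percent inhibition above a per-plate cutoff, the plate mean of test compounds plus 3 SD, cut at about 30% in these data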;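 also: 0% = DMSO wells with GLD-1 and probe and 100% = wells lacking GLD-1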
EBNA-1 inhibitor = blocks EBNA-1 binding to DNA; EBNA-1 DNA binding, fluorescence polarization; inhibition, % at 14.8 µM; 300,000 compounds, 0.34% hits; AID 1950; in the data active = inhibition above about 28%
ZTA counter = blocks Epstein-Barr virus ZTA, an EBNA-1 counter-screen | 320,000 compounds, 0.15% hits | AID 2234 | ZTA-DNA binding, fluorescence polarization | inhibition, % at 11 µM; in the data active = inhibition above about 33%
Target sequence (P03206 whole entry, looked up): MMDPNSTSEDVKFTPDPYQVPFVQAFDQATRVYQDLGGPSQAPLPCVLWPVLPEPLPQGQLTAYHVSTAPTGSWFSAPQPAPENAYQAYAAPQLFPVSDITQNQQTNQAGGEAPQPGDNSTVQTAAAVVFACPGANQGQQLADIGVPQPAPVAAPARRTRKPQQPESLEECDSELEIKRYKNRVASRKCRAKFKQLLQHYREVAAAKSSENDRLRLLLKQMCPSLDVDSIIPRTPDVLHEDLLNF
CR mimetic SO = yeast age-related superoxide inhibition as caloric restriction mimetic; S. cerevisiae aged cells, superoxide DHE fluorescence; stronger effect = lower value; superoxide response (% of plate mean), % at 10 µM; 330,000 compounds, 0.18% hits; AID 2690;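 active = superoxide response under a set limit, about three screen SD below normal, cut at about 65% in these data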;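 also: yeast aged for seven days with compound at 30 °C before DHE staining; 100% = average MFI of all compound-treated wells on the plate with controls excluded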
BCLXL inh = blocks human Bcl-xL binding to Bim BH3 peptide | AID 2129 | GST-Bcl-xL / FITC-Bim BH3 peptide fluorescence polarization | 320,000 compounds, 0.7% hits | Q07817 | inhibition, % at 10.9 µM;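 active = inhibition above the mean of all tested compounds plus 3 SD, cutoff set per campaign, cut at about 30% in these data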;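 also: 0% = DMSO wells and 100% = unlabeled Bim-BH3 peptide competitor; inhibitors lower millipolarization by displacing the labeled peptide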
Target sequence (Q07817 whole entry, looked up): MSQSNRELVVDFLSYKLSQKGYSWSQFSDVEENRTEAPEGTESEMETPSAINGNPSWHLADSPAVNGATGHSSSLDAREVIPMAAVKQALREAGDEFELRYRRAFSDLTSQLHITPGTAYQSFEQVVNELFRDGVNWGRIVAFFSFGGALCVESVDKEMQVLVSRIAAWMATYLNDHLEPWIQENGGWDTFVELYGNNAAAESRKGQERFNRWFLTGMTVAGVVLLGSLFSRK
Starred values were filed as active, the others as inactive; nt = no result given.

Results follow in this order: Efflux pump mplx	MCL1-BIM inh	Fam108B inh	MEX-5 binding	GLD-1 RNA inh	EBNA-1 inhibitor	ZTA counter	CR mimetic SO	BCLXL inh
[1] O=C(Cc1ccc(F)cc1)N1CCC2(CC1)NCCc1[nH]cnc12
  -0.1	3	0	0.1	0	-14	-4	90	6
[2] CN(C(=O)c1ccccc1)c1ccccc1C(=O)NCCc1ccccc1
  -0.1	-2	2	-0.2	4	-4	-10	90	4
[3] CC(C)c1ccc(OCc2cccc(C(=O)N/N=C/c3cccnc3)c2)cc1
  -0.2	1	-23	-0.6	3	0	-1	105	7
[4] CC(=O)Oc1ccc(C(=O)N2c3ccccc3NC(=O)C2C)cc1 (stereo not drawn)
  0.1	5	1	0.7	-7	15	6	110	1
[5] O=C(COc1ccc(C(=S)N2CCOCC2)cc1)N1CCOCC1
  -0.2	3	1	2.8	9	1	-6	117	4
[6] O=c1c2ccccc2oc2ncccc12
  0.0	2	3	1.2	2	2	-1	98	-3
[7] O=C(Nc1ccc(F)cc1)c1ccc2nsnc2c1
  0.3	-3	0	2.0	7	-10	3	115	0
[8] Cc1ccc(S(=O)(=O)/N=C(\CN2CCCCC2)N2CCOCC2)cc1
  -0.1	3	-4	2.4	0	8	3	114	2
[9] Clc1c(CSc2nc3ccccc3o2)nc2ccccn12
  0.3	-1	-2	-5.9	5	4	0	102	4
[10] CCC1=C(OC(=O)N(CC)CC)N2C(=O)OC(=NCC(=O)OC)[C@]2(C)[C@H]2C1=CC[C@H]1C(=O)N(CC)C(=O)[C@H]12
  -0.1	-2	1	-0.9	-1	0	0	88	2
[11] CCOC(=O)c1oc2cc(C)cc(O)c2c(=O)c1-c1csc(C)n1
  0.1	3	-8	2.9	0	-13	-10	105	4
[12] O=C(Nc1ccc(F)cc1F)c1cncc(Br)c1
  0.0	10	3	-1.4	7	19	5	89	6
[13] CCOc1ccc2[nH]c3c(N4CCc5ccccc5C4)ncnc3c2c1
  0.0	-145	6	-1.0	-13	3	2	89	-19
[14] O=C(CSc1nnc(NC(=O)C2CC2)s1)NCc1cccs1
  -0.1	-3	2	-0.9	-3	-8	-3	90	0
[15] CCCn1c2ccccc2c2cnn(CC(=O)NCCCN3CCCCC3CC)c(=O)c21 (stereo not drawn)
  0.0	-8	-6	-2.8	1	-11	-2	101	5

Molecules from the list above that have an NH in an aromatic ring, in the order listed:
Results follow in this order: Efflux pump mplx	MCL1-BIM inh	Fam108B inh	MEX-5 binding	GLD-1 RNA inh	EBNA-1 inhibitor	ZTA counter	CR mimetic SO	BCLXL inh
[1] O=C(Cc1ccc(F)cc1)N1CCC2(CC1)NCCc1[nH]cnc12
  -0.1	3	0	0.1	0	-14	-4	90	6
[13] CCOc1ccc2[nH]c3c(N4CCc5ccccc5C4)ncnc3c2c1
  0.0	-145	6	-1.0	-13	3	2	89	-19

Rewritten as tab-separated lines: five of the compounds above
No.	mol	Efflux pump mplx	MCL1-BIM inh	Fam108B inh	MEX-5 binding	GLD-1 RNA inh	EBNA-1 inhibitor	ZTA counter	CR mimetic SO	BCLXL inh
6	O=c1c2ccccc2oc2ncccc12	0.0	2	3	1.2	2	2	-1	98	-3
7	O=C(Nc1ccc(F)cc1)c1ccc2nsnc2c1	0.3	-3	0	2.0	7	-10	3	115	0
8	Cc1ccc(S(=O)(=O)/N=C(\CN2CCCCC2)N2CCOCC2)cc1	-0.1	3	-4	2.4	0	8	3	114	2
9	Clc1c(CSc2nc3ccccc3o2)nc2ccccn12	0.3	-1	-2	-5.9	5	4	0	102	4
10	CCC1=C(OC(=O)N(CC)CC)N2C(=O)OC(=NCC(=O)OC)[C@]2(C)[C@H]2C1=CC[C@H]1C(=O)N(CC)C(=O)[C@H]12	-0.1	-2	1	-0.9	-1	0	0	88	2

The listing picks up; the 2 compounds before the break are reprinted first.
Results follow in this order: Efflux pump mplx	MCL1-BIM inh	Fam108B inh	MEX-5 binding	GLD-1 RNA inh	EBNA-1 inhibitor	ZTA counter	CR mimetic SO	BCLXL inh
[14] O=C(CSc1nnc(NC(=O)C2CC2)s1)NCc1cccs1
  -0.1	-3	2	-0.9	-3	-8	-3	90	0
[15] CCCn1c2ccccc2c2cnn(CC(=O)NCCCN3CCCCC3CC)c(=O)c21 (stereo not drawn)
  0.0	-8	-6	-2.8	1	-11	-2	101	5
[16] Cc1ccc(-n2nnnc2SCn2nnc3ccccc3c2=O)c(C)c1
  0.1	3	-4	-1.9	3	-2	9	103	1
[17] Cc1noc(C)c1C(=O)N1CCN(c2ccccc2O)CC1
  0.1	2	nt	nt	2	nt	8	97	0
[18] CC1CCN(S(=O)(=O)c2ccc3c(c2)N(CC(=O)NCCCN2CCCCC2C)C(=O)CS3)CC1 (stereo not drawn)
  -0.1	1	-1	-3.4	1	1	3	103	7
[19] O=C(CN(c1ccccc1)S(=O)(=O)c1ccc(F)cc1)NC1CCS(=O)(=O)C1 (stereo not drawn)
  0.0	-5	-3	1.0	9	6	2	100	4
[20] O=C(O)c1cccc2c1C(=O)c1ccc(N3CCCC3)cc1S2(=O)=O
  0.2	131*	nt	nt	80*	nt	3	92	112*
[21] CCOC(=O)C1CCN(C(=O)C2CCN(S(=O)(=O)c3cccc4nsnc34)CC2)CC1
  -0.1	-1	1	-0.1	2	8	7	83	1
[22] Cc1nn(C)cc1CN(C)C(=O)c1cc2nc(-c3ccco3)cc(C(F)(F)F)n2n1
  -0.2	1	12	-1.6	0	2	6	90	2
[23] CCCN1C(=O)/C(=C\C=C2/Sc3ccccc3N2CCO)SC1=S
  0.0	-14	-17	0.4	-5	2	6	136	-4
[24] Cc1ccc(F)cc1NC(=O)C1CCN(c2cnccn2)CC1
  0.1	0	3	-0.9	1	-10	-5	85	-2
[25] O=C(C1CC1)N(Cc1nc2ccccc2c(=O)[nH]1)Cc1cccs1
  0.0	3	2	-0.2	-1	10	4	100	1
[26] COCCCNCCOc1cc(C(C)C)ccc1C
  0.1	2	1	0.5	6	4	1	82	5
[27] Cc1cc(NC(=O)Nc2cccc(Cl)c2)n(-c2ccccn2)n1
  0.0	5	-24	0.0	-2	-10	6	104	2
[28] CC(=O)Oc1ccc(-c2ccc(C(=O)O)cc2)cc1
  -0.1	-3	6	-1.6	-4	-5	-6	114	-5
